Screening data as filed in PubChem BioAssay.
Rac1 GTP hydrolysis = MgcRacGAP GTPase-activating activity inhibitors, confirmation, biochemical, ADP Hunter fluorescence; MgcRacGAP-stimulated Rac1 GTP hydrolysis, ADP Hunter fluorescence; higher % means a stronger effect; GST-tagged Rac1 F28L mutant substrate; inhibition, % at 30 µM, or IC50 in µM where a hit was titrated; 0.6% of 340,000 active;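 active = first-screen hits whose inhibition reached a set limit at any dose in the follow-up dose series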;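 note: fluorescence reports GDP produced by GAP-driven GTP hydrolysis; strong numbers were not always called active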
NTR1 ag = NTR1-driven beta-arrestin-GFP spot formation – imaging, U2OS cells, high content, primary screen (AID 493036); activation, % at 20 µM; agonist mode; P30989; 0.17% of 330,000 active;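 active = activation at or above 40% of the spot to cytoplasm intensity ratio, with at least 20 cells analyzed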;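 note: 0% = DMSO without peptide and 100% = 100 nM NTR1 peptide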
Target sequence (P30989 whole entry, looked up): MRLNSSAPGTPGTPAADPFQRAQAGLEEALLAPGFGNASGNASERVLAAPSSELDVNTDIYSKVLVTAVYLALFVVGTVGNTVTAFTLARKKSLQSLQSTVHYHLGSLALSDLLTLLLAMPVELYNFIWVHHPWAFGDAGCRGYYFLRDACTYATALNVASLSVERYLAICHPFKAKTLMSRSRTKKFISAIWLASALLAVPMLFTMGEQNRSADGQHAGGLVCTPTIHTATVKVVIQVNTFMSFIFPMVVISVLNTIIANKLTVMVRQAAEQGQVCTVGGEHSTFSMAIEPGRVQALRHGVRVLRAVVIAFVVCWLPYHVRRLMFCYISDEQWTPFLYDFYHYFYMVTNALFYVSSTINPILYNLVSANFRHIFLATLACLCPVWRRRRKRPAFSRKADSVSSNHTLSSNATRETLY
T cell modulator = T cell immune modulation candidate; 0.068% of 330,000 active; 2C CD8+ T cell-vesicle binding, flow cytometry; stronger effect = lower value; AID 2052; calls only at 7 µM;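 active = response, share of CD8 T cells binding vesicles, and their 90th percentile fluorescence all below set limits, cut at about 80% in these data, passing the limit was not always enough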
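Material: 2C TCR transgenic mouse naive CD8+ T cells, MACS-purified. Also added: QL9-charged Drosophila Ld/ICAM-1/B7-1 vesicles. Timing: binding 1.5 h at 37 °C. Measured by: high-throughput flow cytometry with anti-B7-1 and anti-CD8 staining. Read-out: percent CD8+ FL2 mean versus row control. Controls: Unloaded micro-vesicles (low), QL9 vesicles with 0.7% DMSO (high).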
T cell modulator vesicle-bound % = recorded beside T cell modulator, whose call it bears; double positive events, %; measured here: CD8+ vesicle-bound cell fraction;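 binding gate set so that unloaded-vesicle control wells show 10% double positive cells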
NTR1 ag cell count 20 µM = recorded beside NTR1 ag, whose call it bears; cell count; measured here: cell count, cytotoxicity flag
* = called active by the depositor; i = inactive. These rows are one share of the data. The share of hits here may be higher or lower than overall.

The line under a structure holds: T cell modulator vesicle-bound % | NTR1 ag | Rac1 GTP hydrolysis | NTR1 ag cell count 20 µM | T cell modulator
- Cc1cc(C(=O)NNC(=O)C(CCC(N)=O)NS(=O)(=O)c2ccc(Cl)cc2)c(C)o1 (stereo not given)
 : 44 | 0.4 | -2% | 50 | i
- CCCC(C)C1c2c(c(C)c(C)oc2=O)Oc2c(C)c(C)oc(=O)c21 (stereo not given)
 : 10 | -0.9 | 4% | 59 | i
- COc1c(C)cccc1C(=O)Nc1cc(-c2nn3c(C)nnc3s2)ccc1C
 : 45 | 9.4 | -4% | 45 | i
- COc1cccc(/C=C/C(=O)OCC(=O)NC2CCCCCCC2)c1
 : 46 | 1.6 | 0% | 76 | i
- O=C(Cc1ccc([N+](=O)[O-])cc1)Nc1cccc(C(=O)N2CCCC2)c1
 : 35 | 2.0 | 7% | 60 | i
- O=C(NN1C(=O)NC2(CCCCC2)C1=O)c1cc2cc(Cl)ccc2o1
 : 55 | -1.9 | 4% | 72 | i
- O=C(OCC(=O)N1CCOCC1)c1cc2ccccc2oc1=O
 : 22 | 2.1 | 6% | 64 | i
- NC(=O)c1ccsc1NC(=O)COC(=O)c1ccc(Cl)cc1
 : 29 | -0.7 | 1% | 51 | i
- CCN(C[C@H]1N[C@@](Cc2ccccc2)(C(=O)OC)[C@H]2C(=O)N(Cc3ccccc3)C(=O)[C@@H]12)S(=O)(=O)c1ccc(C(C)(C)C)cc1
 : 15 | -1.4 | 6% | 58 | i
- CCOC(=O)c1cnc(-n2nc(C)cc2C)nc1Nc1cccc(C(C)=O)c1
 : 56 | 2.3 | 9% | 88 | i
- O=C(CSc1ncccn1)Nc1cccc(S(=O)(=O)N2CCOCC2)c1
 : 50 | 0.7 | -4% | 47 | i
- COc1ccc(-c2oc(=O)c3cc(OC)c(OC)cc3c2C(F)(F)F)cc1
 : 27 | 2.0 | 12% | 72 | i
- CC(=O)c1c(C)[nH]c(C(=O)COC(=O)c2nccnc2N)c1C
 : 23 | 0.1 | 1% | 63 | i
- CC(=O)c1ccc(S(=O)(=O)NCCC(=O)OCC(=O)N(Cc2ccccc2)C(C)(C)C)cc1
 : 40 | 2.8 | 4% | 96 | i
- Cc1cc(C)cc(NC(=O)CN2C(=O)C3CC=CCC3C2=O)c1 (stereo not given)
 : 30 | -0.8 | 8% | 68 | i
- Cc1ccc(S(=O)(=O)N2CCCCC2)cc1NC(=O)CNc1ccccc1N1CCCC1=O
 : 14 | 0.6 | 6% | 66 | i
- C[C@H]1CN([C@@H](C)CO)C(=O)c2cc(NC(=O)Nc3cccc4ccccc34)ccc2O[C@@H]1CN(C)Cc1ccc(-c2ccccc2)cc1
 : 5 | -0.1 | 12% | 57 | i
- Cc1ccc(NC(=O)CN(C)C(=O)/C=C/c2ccc3c(c2)OCO3)cc1
 : 9 | -1.4 | 1% | 75 | i
- COc1ccccc1-c1oc2ccccc2c1C#CC1(O)CCCCC1
 : 54 | 9.5 | 8% | 47 | i
- COc1ccc(C(=O)Nc2ccc(N3CCCCCC3)cc2)cc1S(=O)(=O)N1CCOCC1
 : 12 | 2.0 | 39% | 83 | i
- Cc1ccc(C)c(NC(=O)CN2C(=O)NC(C)(c3ccc4c(c3)OCCO4)C2=O)c1 (stereo not given)
 : 46 | -2.4 | 7% | 87 | i
- COc1cc(C)ccc1OCC(=O)Nc1nnc(C2CC2)s1
 : 56 | 4.2 | 1% | 58 | i
- Cc1cc(Cl)ccc1OC(C)C(=O)OCC(=O)Nc1ccc2[nH]c(=O)[nH]c2c1 (stereo not given)
 : 35 | -2.7 | 1% | 91 | i
- Cc1ccc(-n2c(SCC(=O)NCC3CCCO3)nc3ccccc3c2=O)cc1 (stereo not given)
 : 48 | 2.2 | 3% | 58 | i
- CCOC(=O)C1CCN(C(=O)c2ccc(C)o2)CC1
 : 16 | -0.3 | 5% | 71 | i
- O=C(COC(=O)c1ccc(S(=O)(=O)N2CCCC2)cc1)Nc1ccc(Cl)cc1
 : 34 | -2.4 | 4% | 95 | i
- O=C(O[C@@H]1[C@H](Cc2ccccc2)NS(=O)(=O)[C@H]2C[C@@H]3C=C[C@]12O3)c1ccccc1Br
 : 30 | 2.2 | 10% | 47 | i
- CC(C)NC(=O)N(C)C[C@H]1Oc2ccc(NC(=O)CCN3CCOCC3)cc2C(=O)N([C@H](C)CO)C[C@@H]1C
 : 25 | -1.4 | 5% | 48 | i
- CCN1C(=O)[C@@H]2[C@@H](c3ccc(-c4ccccc4)cc3)N3CCC[C@@]3(C(=O)OC)[C@@H]2C1=O
 : 29 | 3.2 | 4% | 60 | i
- C[C@H](CO)N1C[C@H](C)[C@@H](CN(C)S(=O)(=O)c2ccccc2)Oc2ccc(NC(=O)C3CCCCC3)cc2C1=O
 : 13 | -0.8 | 2% | 50 | i

Results in T cell modulator vesicle-bound %, T cell modulator and Rac1 GTP hydrolysis, for some of the entries so far:
canonical_smiles,T cell modulator vesicle-bound %,T cell modulator,Rac1 GTP hydrolysis
NC(=O)c1ccsc1NC(=O)COC(=O)c1ccc(Cl)cc1,29,i,1%
Cc1ccc(C)c(NC(=O)CN2C(=O)NC(C)(c3ccc4c(c3)OCCO4)C2=O)c1 (stereo not given),46,i,7%
Cc1cc(C)cc(NC(=O)CN2C(=O)C3CC=CCC3C2=O)c1 (stereo not given),30,i,8%
Cc1ccc(NC(=O)CN(C)C(=O)/C=C/c2ccc3c(c2)OCO3)cc1,9,i,1%

(further entries)
The line under a structure holds: T cell modulator vesicle-bound % | NTR1 ag | Rac1 GTP hydrolysis | NTR1 ag cell count 20 µM | T cell modulator
- Cc1ccc(CN(C)C(=O)CN2C(=O)NC3(CCCC3)C2=O)o1
 : 18 | 2.2 | 4% | 48 | i
- COc1ccc(CNC(=O)c2ccccc2SCC(=O)NCc2ccco2)cc1
 : 39 | -1.5 | 4% | 52 | i
- C#CCOCCOCCOCCNc1nc(N2CCN(C(=O)[C@H](CCCN=C(N)N)n3cc(C(N)[C@@H](C)CC)nn3)CC2)nc(N2CCN(C(=O)[C@H](CO)n3cc([C@@H](N)C(C)C)nn3)CC2)n1 (stereo not given in full)
 : 20 | 7.4 | 15% | 54 | i
- CS(=O)(=O)N1Cc2ccccc2CC1C(=O)OCC(=O)NCCc1ccc(S(N)(=O)=O)cc1 (stereo not given)
 : 47 | 0.0 | -8% | 52 | i
- Cc1ccccc1OCC(=O)Nc1cccc(S(=O)(=O)NC2=NCCC2)c1
 : 42 | -0.9 | 4% | 68 | i
- Cc1ccc(NC(=O)COC(=O)CN2C(=O)NC3(CCCC3)C2=O)cc1Cl
 : 24 | 0.8 | -1% | 55 | i
- C[C@@H]1COC(=O)[C@@H](Cc2ccc(F)cc2)CC/C=C\C[C@@H](CC(=O)NCCO)C(=O)N1
 : 52 | -1.6 | 11% | 64 | i
- CCC1CCC2(CC1)NC(=O)N(CC(=O)Nc1ccc(OC)c(Cl)c1)C2=O (stereo not given)
 : 52 | 0.8 | 6% | 88 | i
- COc1ccc(S(=O)(=O)N2CCc3ccccc32)cc1C(=O)Nc1ccc(NC(C)=O)cc1
 : 25 | 0.5 | 2% | 52 | i
- COc1ccc(N(C)S(=O)(=O)c2ccc(Cl)c(C(=O)NCC(C)(C)N3CCOCC3)c2)cc1
 : 52 | -1.9 | 6% | 87 | i
- CCOC(=O)C1CCN(C(=O)COC(=O)c2ccc([N+](=O)[O-])o2)CC1
 : 41 | 0.0 | 1% | 52 | i
- C[C@H](CO)N1C[C@H](C)[C@H](CN(C)C(=O)Nc2cccc3ccccc23)Oc2c(NC(=O)c3ccc(-c4nccs4)cc3)cccc2C1=O
 : 9 | 3.5 | 4% | 60 | i
- CCN(C[C@H]1N[C@@](CC)(C(=O)OC)[C@H]2C(=O)N(Cc3ccccc3)C(=O)[C@@H]12)C(=O)Nc1ccc(Cl)cc1
 : 18 | 4.2 | 6% | 31 | i
- CCCCC[C@@H]1C=C(C(=O)O)[C@H](c2ccc3c(c2)OCO3)N1S(=O)(=O)c1ccc(C)cc1
 : 10 | 7.2 | 5% | 62 | i
- Cc1ccc(S(=O)(=O)N(C)C(C)CCc2ccco2)cc1 (stereo not given)
 : 37 | 4.3 | 7% | 50 | i
- COc1ccc(S(=O)(=O)N(C)C[C@H]2Oc3c(NC(=O)Nc4c(C)noc4C)cccc3C(=O)N([C@H](C)CO)C[C@@H]2C)cc1
 : 3 | -0.6 | 6% | 48 | i
- C[C@@H](CSc1ccc(Br)cc1)CN1CC[C@H](O)CCC1=O
 : 52 | -0.9 | 5% | 46 | i
- CCOC(=O)N1CCN(S(=O)(=O)c2ccc3c(c2)C(C)C(=O)N3)CC1 (stereo not given)
 : 30 | -2.2 | 4% | 45 | i
- Cn1nc(C(=O)OCC(=O)Nc2ccccc2OC(F)F)c2ccccc2c1=O
 : 40 | 1.9 | 3% | 61 | i
- CCC[C@@H]1CCCC/C=C\CCCC(=O)OCCN1C(=O)OC(C)(C)C
 : 22 | 11 | 4% | 47 | i
- CC1CCC(NC(=O)CN2C(=O)NC3(CCCCCC3)C2=O)CC1 (stereo not given)
 : 8 | 1.0 | 1% | 84 | i
- CCN(Cc1nc2cc(Cl)ccc2c(=O)[nH]1)C(=O)C1CC(=O)N(c2cccc3ccccc23)C1 (stereo not given)
 : 36 | 0.1 | 5% | 59 | i
- NNC(=O)C1CC(O)CN1S(=O)(=O)c1ccc2ccccc2c1 (stereo not given)
 : 20 | 6.0 | 4% | 26 | i
- Cn1nc(C(=O)Nc2cccc(S(=O)(=O)N3CCCC3)c2)c2ccccc2c1=O
 : 32 | 1.8 | 2% | 49 | i
- O=C(COc1ncnc2ccc(Br)cc12)NC1CCCC1
 : 15 | -1.5 | 5% | 62 | i
- COc1ccc(S(=O)(=O)N2CCCCCC2)cc1C(=O)NCc1ccco1
 : 32 | 0.5 | 0% | 56 | i
- CCn1nc(C(=O)NNS(=O)(=O)c2ccc(C)cc2)c2ccccc2c1=O
 : 44 | 0.6 | 23% | 43 | i
- COc1ccc(N2CCN(C(=O)c3cc4c(s3)CCCCC4)CC2)cc1
 : 37 | 1.8 | 15% | 51 | i
- COc1ccc(NS(=O)(=O)c2cc([N+](=O)[O-])ccc2NN=Cc2ccccc2OCC(=O)O)cc1
 : 4 | 1.7 | 6% | 67 | i
- O=C(COc1ccccc1Br)N1CCN(C(=O)c2cccs2)CC1
 : 46 | -0.9 | 4% | 58 | i
- Cc1cc(NC(=O)CN(C)CC(=O)Nc2ccc(Cl)c(C(F)(F)F)c2)no1
 : 16 | -1.0 | 2% | 64 | i
- COc1ccc(N2C(=NC(=O)c3ccc(Br)cc3)SC3CS(=O)(=O)CC32)cc1 (stereo not given)
 : 33 | 4.1 | 7% | 72 | i
- Cc1ccc(C)c(SCC(=O)Nc2ccc(C)c(S(=O)(=O)N3CCOCC3)c2)c1
 : 39 | 7.7 | 14% | 57 | i
- COc1ccc(-c2cccc3c2NC(=O)C3=O)cc1OC
 : 2 | -0.8 | 4% | 53 | i
- COc1ccc(NC(=O)Nc2cccc3c2O[C@H](CN(C)S(=O)(=O)c2cccs2)[C@@H](C)CN([C@H](C)CO)C3=O)cc1
 : 7 | -1.1 | 11% | 64 | i
- CC(=O)Nc1ccc(SCCN2CC[C@@H](C(C)(C)C)CCC2=O)cc1
 : 15 | 4.6 | 2% | 64 | i
- COc1ccc(Cl)cc1C(=O)NNC(=O)CCNS(=O)(=O)c1ccccc1
 : 35 | 0.1 | 2% | 70 | i
- Cc1ccc(SCC(=O)N(C)C2CCS(=O)(=O)C2)c(C)c1 (stereo not given)
 : 50 | 3.6 | 3% | 66 | i
- O=C(COC(=O)CN1CCSC1=O)Nc1ccc(F)cc1Cl
 : 54 | -0.3 | 3% | 58 | i
- CC1(C)C(=O)Nc2ccccc2N1C(=O)COc1ccccc1C#N
 : 15 | -0.8 | -1% | 59 | i

Record cards, as listed above. Values in the order: T cell modulator vesicle-bound % | NTR1 ag | Rac1 GTP hydrolysis | NTR1 ag cell count 20 µM | T cell modulator
CC(=O)Nc1ccc(SCCN2CC[C@@H](C(C)(C)C)CCC2=O)cc1 is listed as 15 | 4.6 | 2% | 64 | i
Cc1ccc(SCC(=O)N(C)C2CCS(=O)(=O)C2)c(C)c1 (stereo not given) is listed as 50 | 3.6 | 3% | 66 | i

Next part.
The line under a structure holds: T cell modulator vesicle-bound % | NTR1 ag | Rac1 GTP hydrolysis | NTR1 ag cell count 20 µM | T cell modulator
- O=C(Cc1c(F)cccc1Cl)NNC(=O)c1ccc(Br)s1
 : 57 | 0.7 | 2% | 49 | i
- CCN(CC(=O)Nc1ccc(NC(C)=O)cc1)C(=O)c1ccc(N2CCC(C)CC2)c([N+](=O)[O-])c1
 : 13 | -0.9 | 7% | 88 | i
- Cc1cccc(OCC(=O)OCC(=O)Nc2sccc2C(N)=O)c1
 : 26 | 2.0 | 5% | 67 | i
- CCOC(=O)[C@H]1[C@H]2COc3ccc(Cl)cc3[C@@H]2N2C(=O)CN(Cc3ccc(Cl)cc3)C(=O)[C@@]12C
 : 39 | 2.4 | 10% | 75 | i
- CCc1ccc(NC(=O)COC(=O)CCC2CCCC2)cc1
 : 25 | -0.7 | 6% | 64 | i
